Compound activity from PubChem BioAssay.
MRP resist rev – reversal of MRP1-mediated doxorubicin resistance, primary screen, H69AR cells, doxorubicin co-treatment; H69AR cells + 2 uM doxorubicin, CellTiter-Glo, 72 h; differential viability (reversal), % at 10 µM; 85,000 compounds, 0.04% hits; AID 602, 2007;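 active = viability drop by adding the cancer drug above about 55%, with treated viability meeting a 40% cutoff, limit read from the data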;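 note: viability without doxorubicin minus viability with 2 µM doxorubicin for each compound; larger differential means the compound sensitizes cells more to doxorubicin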
NFkB transloc pot – enhancers of NFkB p65 translocation in HUVEC – imaging, IL-1B stimulus, high-content imaging, primary screen; HUVEC IL-1B NFkB p65 nuclear translocation imaging; activation, % at 2 µM; 94,000 compounds, 0.3% hits; AID 819, 2007;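 active = activation above 40%, about the mean plus 3 SD, also judged a hit on visual image review; inconclusive = activation above 40% but not a hit on visual review; inactive = activation not above 40% and no visual hit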;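 note: percent activation is computed from the nuclear over cytoplasmic p65 intensity ratio; values of inactives mirror those of a sister screen read the other way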
IL1B NFkB inh – inhibitors of IL-1B driven NFkB p65 nuclear import, primary screen, imaging, HUVEC, IL-1B stimulus, high-content imaging | HUVEC IL-1B NFkB p65 nuclear translocation imaging | inhibition, % at 2 µM | 94,000 compounds, 0.43% hits;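 active = inhibition above about 30% together with a positive call from visual inspection of the well image, limit read from the data; inconclusive = inhibition above a set limit but visual check negative; inactive = inhibition not above a set limit, visual check negative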;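 note: nuclear over cytoplasmic p65 intensity ratio measured by imaging; 0% = IL-1B stimulated DMSO wells and 100% = unstimulated DMSO wells; values of inactives mirror those of a sister screen read the other way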
PLAP inhibitors HTS – PLAP enzyme inhibitors, biochemical, luminescence, HTS (AID 690). purified PLAP, luminescent substrate; higher % means a stronger effect. inhibition, % at 20 µM, or IC50 in µM where a hit was titrated. 96,000 compounds, 0.08% hits; in the data active = a potency from the dose series; inactive = the rest, 99 in 100 with inhibition below about 30%; note: strong numbers were not always called active
Bcl-B displacement – displacers of TR3 peptide from Bcl-B, primary screen, selectivity assay for Bfl-1 inhibitor project, biochemical, fluorescence polarization; Bcl-2-like protein 10 (Homo sapiens); AID 748, 2007; displacement, % at 20 µM; hits with a dose series show IC50 in µM; FP displacement of FITC-TR3 peptide from Bcl-B; higher % means a stronger effect; 96,000 compounds, 0.11% hits;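 active = displacement above 50% at 20 µM plus a fluorescence interference ratio under 1.5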;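 note: plate controls were wells without compound for no effect and wells lacking Bcl-B protein for full effect; a part of the inactive calls stands beside numbers as strong as those of hits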
MRP resist rev cytotoxicity – further read-out of MRP resist rev, marked with its call; viability, %; H69AR cells, CellTiter-Glo, 72 h; measured here: cytotoxicity without doxorubicin
MRP resist rev with doxorubicin – also measured in MRP resist rev; calls as there; viability, %; measured here: viability with 2 uM doxorubicin; active compounds read low
IL1B NFkB inh cell count 2 µM – also measured in IL1B NFkB inh; calls as there; cell count; measured here: cells passing quality filter;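 raw number of nuclei counted in each imaged well without normalization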
NFkB transloc pot cell count 2 µM – further read-out of NFkB transloc pot, marked with its call; cell count; measured here: cells passing quality filter
An asterisk follows results filed as active; ? = inconclusive; / = no result given. This is a subset, so the mix of outcomes need not match the whole.

SMILES	MRP resist rev	MRP resist rev cytotoxicity	MRP resist rev with doxorubicin	NFkB transloc pot	NFkB transloc pot cell count 2 µM	IL1B NFkB inh	IL1B NFkB inh cell count 2 µM	PLAP inhibitors HTS	Bcl-B displacement
CCOC(=O)CNC(=O)C(NC(=O)C1CCC(C)CC1)C(C)CC (stereo not drawn)	8	90	83	/	/	/	/	10%	-3%
CCOC(=O)CSc1nc(C)c2ccccc2n1	14	107	93	-9	94	9	94	25%	2%
O=c1oc2ccccc2cc1-c1nnc(-c2cccc(Br)c2)o1	29	38	10	/	/	/	/	4%	6%
Cn1c(=O)c2c(nc(N3CCOCC3)n2CC(=O)c2ccccc2)n(C)c1=O	3	71	68	/	/	/	/	-7%	-3%
COc1ccccc1NC(=O)c1cc(Cl)ccc1NC(=O)c1ccco1	-6	43	49	3	143	-3	143	4%	-4%
C=CCN(C(=O)COc1ccccc1)c1nnc(-c2ccncc2)s1	4	98	94	8	177	-8	177	9%	-11%
CCn1nnnc1SCC(=O)Nc1cccc(C)n1	3	90	87	-15	171	15	171	-2%	4%
Cc1cc(C)cc(-n2nnnc2SCC(=O)N2CCOCC2)c1	0	93	94	13	123	-13	123	/	/
COc1ccccc1N1CCN(C(=O)c2ccc(S(=O)(=O)N3CCCC3)cc2)CC1	-2	81	83	4	119	-4	119	-19%	3%
Cn1c(=O)c2c(nc(N3CCCCCC3)n2Cc2cccc3ccccc23)n(C)c1=O	64*	80*	16*	/	/	/	/	-54%	4%
Cc1cc(C)n(-c2nc(NC(C)(C)C)nc(NC(C)(C)C)n2)n1	/	/	/	-3	127	3	127	1%	5%
COc1ccc(Cn2c(SC)nc3ccccc32)cc1[N+](=O)[O-]	/	/	/	-2	118	2	118	6%	-13%
[O-]/[N+](=C\c1ccncc1)c1ccccc1	/	/	/	?	/	-58	131	-6%	9%
COc1ccc(S(=O)(=O)N2CCN(S(=O)(=O)c3ccc4c(c3)OCCO4)CC2)cc1	5	64	59	-2	184	2	184	9%	-1%
Cn1cccc1P(=O)(c1cccn1C)c1cccn1C	9	99	90	-1	192	1	192	-17%	-7%
CCOC(=O)N1CCN(c2nc(=S)n(-c3ccccc3)c(C)c2C(C)=O)CC1	5	90	86	4	99	-4	99	-29%	-3%
Fc1ccc(-c2ccnc(=S)[nH]2)cc1	/	/	/	10	117	-10	117	-5%	-4%
Cc1c(NS(=O)(=O)c2ccc3c(c2)n(C)c(=O)n3C)c(=O)n(-c2ccccc2)n1C	2	96	94	-6	158	6	158	-18%	-5%
CN(C)S(=O)(=O)c1ccc(-c2ccccc2)cc1	0	90	90	-7	132	7	132	14%	4%
CCS(=O)(=O)N1CCCC(C(=O)NCc2ccccc2Cl)C1 (stereo not drawn)	17	106	89	-10	163	10	163	18%	-3%
COc1ccccc1N1CCN(c2nc(C)nc3c2oc2ccccc23)CC1	-42	41	83	-8	90	8	90	-42%	7%
CCOc1ccc(NC(=O)CN2C(=O)COc3ccc(Cl)cc32)cc1	13	108	95	-15	142	15	142	4%	2%
COc1ccc2nc3oc(C(=O)N4CCC(C(N)=O)CC4)cc3cc2c1	8	92	84	-10	194	10	194	6%	2%
COC(=O)c1[nH]c2cccc(C)c2c1NC(=O)CN1CCCc2ccccc21	-17	60	77	1	153	-1	153	/	/
Nc1ccc(S(=O)(=O)c2cccc(N)c2)cc1	-6	107	113	14	154	-14	154	3%	-6%
COCCNCC(=O)C12CC3CC(CC(C3)C1)C2	-1	96	97	-4	111	4	111	-9%	-1%
CCC(=O)N1CCN(c2ccc(NC(=O)c3cc4ccccc4o3)cc2)CC1	19	75	56	11	123	-11	123	/	/
O=C(C1COc2ccccc2O1)N1CCN(c2ccccc2F)CC1 (stereo not drawn)	17	100	83	-1	94	1	94	10%	-16%
Cn1c(=O)c2c3c(sc2n2c(SCC(N)=O)nnc12)CC(C(C)(C)C)CC3 (stereo not drawn)	15	66	51	13	103	-13	103	-50%	2%
COc1ccc(-c2cc(C(=O)N3CC4(C)CC3CC(C)(C)C4)no2)cc1 (stereo not drawn)	4	83	78	2	166	-2	166	-53%	-9%
C=CCOc1ccc2ccccc2c1/C=N/O	16	108	92	-2	169	2	169	7%	0%
O=C(CSc1ncnc2sc3c(c12)CCCC3)N1CCC(c2noc3ccc(F)cc23)CC1	5	70	66	5	132	-4	132	-80%	9%
CCCOC(=O)Cc1n[nH]c(=O)[nH]c1=O	/	/	/	0	200	0	200	-13%	-2%
Cc1nc2ccc(Cc3ccc4nc(C)[nH]c4c3)cc2[nH]1	5	98	92	-13	104	13	104	/	/
CCn1c(Cc2ccccc2)nnc1SCC(=O)Nc1ccc2c(c1)OCCO2	1	93	93	-2	164	2	164	-54%	-5%
O=C(Nc1ccc(Cl)cc1)OCc1cn(-c2ccc(Cl)cc2)nn1	/	/	/	-7	192	7	192	-2%	-6%
CCCN1C(=O)/C(=C/c2ccc(C)s2)SC1=Nc1ccc(OC)cc1	/	/	/	5	180	-5	180	13%	-15%
Cc1ccc(-n2nnnc2SCC(=O)c2cc(C)n(-c3cc(C)on3)c2C)cc1	-22	55	77	9	169	-9	169	14%	-21%
Cn1c(=O)cc(OCCCC(=O)N2CCN(Cc3ccc4c(c3)OCO4)CC2)c2ccccc21	13	95	82	39	56	-39	56	-44%	-3%
COc1ccc(NC(=O)Cn2c(=O)n(CC(=O)NCc3ccco3)c(=O)c3ccccc32)cc1OC	/	/	/	-3	137	3	137	-6%	6%
Clc1ccc(-c2nn3c(-c4ccncc4)nnc3s2)c(Cl)c1	-12	66	78	/	/	/	/	14%	3%
Cc1ccc2nsnc2c1S(=O)(=O)N(Cc1ccco1)Cc1cc2ccc(C)c(C)c2[nH]c1=O	/	/	/	-8	103	8	103	13%	-7%
CC(=O)Nc1cccc(OC(=O)N2CCOCC2)c1	1	99	98	-1	172	1	172	-12%	-13%
O=S(=O)(c1ccccc1)N(Cc1nc(-c2ccccc2)no1)C1CCCCC1	8	104	95	9	142	-9	142	10%	0%
CCc1nc(SCC(=O)N2CCc3cc(OC)c(OC)cc3C2)c(C#N)cc1C	/	/	/	-3	113	3	113	/	/
CCOc1ccccc1-c1n[nH]c(=S)o1	-7	62	70	3	171	-3	171	-7%	2%
C=CCn1c(SCc2ccc(OC)cc2)nnc1-c1cccnc1	15	102	88	14	136	-14	136	-35%	1%
CCn1cc(C(=O)NCc2ccco2)c(=O)c2cc(S(=O)(=O)N3CCc4ccccc4C3)ccc21	-9	75	84	11	201	-11	201	-50%	10%
Cc1n[nH]c(C)c1C(=O)CC1(O)C(=O)N(CCc2ccccc2)c2ccc(Br)cc21 (stereo not drawn)	-6	74	80	-14	180	14	180	-52%	-4%
CC1(C)C(c2ccccn2)=[N+]([O-])C(C)(C)N1O	-7	92	99	6	89	-6	89	16%	1%
Cc1ccccc1C(=O)OCCCN=C1NS(=O)(=O)c2ccccc21	0	83	83	-10	100	10	100	/	/
Cc1nnc(SCC(=O)Nc2ccc(Oc3ccccc3)cc2)n1N	-25	65	90	/	/	/	/	5%	3%
CN1CCN(CC(=O)n2c3c(c4ccccc42)CCCC3)CC1	-3	83	86	15	169	-14	169	-45%	4%
COc1ccc(OC)c(C(C)NC=O)c1 (stereo not drawn)	5	94	89	7	131	-7	131	9%	2%
COc1ccc(S(=O)(=O)N2CCCC(C(=O)N3CCN(C)CC3)C2)cc1C (stereo not drawn)	0	86	86	0	147	0	147	-24%	-8%
Cc1cnn(C(=O)c2ccccc2Br)c1	11	105	93	/	/	/	/	3%	-12%
COc1ccccc1NC(=O)C(Cc1ccc(Cl)cc1)c1nn[nH]n1 (stereo not drawn)	7	93	86	-2	163	2	163	-12%	-1%
Cc1ccc(S(=O)(=O)N2CCN(c3nc(C)nc4sc5c(c34)CCC(C)C5)CC2)cc1 (stereo not drawn)	/	/	/	-3	162	3	162	-43%	11%
O=C(Cc1cccs1)NNC(=S)NCc1ccc(Cl)cc1	/	/	/	1	129	-1	129	9%	8%
COc1ccc(-c2oc(NC(=O)c3ccc(C)cc3)c(C#N)c2-c2ccc(OC)cc2)cc1	-14	71	85	11	59	-11	59	-59%	-28%

Further structures.
SMILES	MRP resist rev	MRP resist rev cytotoxicity	MRP resist rev with doxorubicin	NFkB transloc pot	NFkB transloc pot cell count 2 µM	IL1B NFkB inh	IL1B NFkB inh cell count 2 µM	PLAP inhibitors HTS	Bcl-B displacement
CCCCNC(=O)CSc1nc2cc(OC)c(OC)cc2c(=O)n1Cc1ccc(OC)cc1	/	/	/	2	163	-2	163	-54%	-1%
CC(=O)Nc1nnc(SCc2ccc(F)cc2)s1	6	101	95	-6	13	6	13	-4%	4%
Cc1ccc(N2CC(C(=O)Nc3ccccc3C(=O)NC3CCCCC3)CC2=O)cc1C (stereo not drawn)	9	80	72	1	150	-1	150	/	/
COc1cc(C2NC(=O)NC(O)(C(F)(F)F)C2C(C)=O)cc(OC)c1OC (stereo not drawn)	3	95	91	8	116	-8	116	-5%	5%
CC1CCN(c2nc3ccccc3nc2C(C#N)C(=O)NC2CCCCC2)CC1 (stereo not drawn)	4	90	86	/	/	/	/	-41%	27%
CCOc1nc(C)ccc1-c1noc(C)n1	7	92	85	-7	128	7	128	-12%	3%
CCOc1ccc(S(=O)(=O)NCCC(=O)NCc2ccco2)cc1	/	/	/	-3	146	3	146	3%	-6%
O=C(NCc1cccnc1)c1cc(S(=O)(=O)N2CCCCC2)ccc1Cl	6	91	86	17	127	-17	127	-13%	-8%
COc1ccccc1CNc1ncnc2nc[nH]c12	-13	93	106	/	/	/	/	-107%	-2%
O=C(NCCc1ccncc1)Nc1ccccc1Cl	4	91	87	3	148	-3	148	8%	-1%
CC1CCCCN1C(=O)CSc1nnc(-c2cccnc2)n1C1CCCCC1 (stereo not drawn)	-9	93	102	16	105	-16	105	-52%	-1%
NC(=O)c1ccc(NS(=O)(=O)c2ccccc2F)cc1	6	106	100	/	/	/	/	13%	-18%
COC(=O)c1cc(=O)n(Cc2ccc3c(c2)OCO3)c(=Nc2ccccc2)s1	2	12	10	/	/	/	/	-25%	3%
O=C(Nc1cccc(NC(=O)c2cccnc2Cl)c1)c1ccco1	-2	81	83	19	108	-19	108	/	/
Cc1ccc(-n2ncc3c2ncn2nc(-c4ccco4)nc32)c(C)c1	1	79	78	-7	159	7	159	-6%	4%
COCCN(C(=O)C1CCC1)c1nnc(-c2cccnc2)s1	5	93	87	-12	75	12	75	-10%	-10%
O=c1oc(-c2ccccc2[N+](=O)[O-])nc2ccccc12	/	/	/	0	140	0	140	10%	0%
CCc1ccc(NC(=O)C(C)Oc2nnc(-c3cccs3)c(-c3cccs3)n2)cc1 (stereo not drawn)	-29	53	82	7	197	-7	197	-1%	-4%
CCOC(=O)CSc1nnc(Cn2nnc(-c3ccccc3)n2)n1CC	6	100	94	6	183	-6	183	8%	0%
Cn1nc(C(=O)N2CCOCC2)c2ccccc2c1=O	/	/	/	-8	129	8	129	-13%	2%

Exported comma-delimited: part of the list above
structure,MRP resist rev,MRP resist rev cytotoxicity,MRP resist rev with doxorubicin,NFkB transloc pot,NFkB transloc pot cell count 2 µM,IL1B NFkB inh,IL1B NFkB inh cell count 2 µM,PLAP inhibitors HTS,Bcl-B displacement
CCS(=O)(=O)N1CCCC(C(=O)NCc2ccccc2Cl)C1 (stereo not drawn),17,106,89,-10,163,10,163,18%,-3%
COc1ccccc1N1CCN(c2nc(C)nc3c2oc2ccccc23)CC1,-42,41,83,-8,90,8,90,-42%,7%
CCOc1ccc(NC(=O)CN2C(=O)COc3ccc(Cl)cc32)cc1,13,108,95,-15,142,15,142,4%,2%
